# ROC1-CUL1 inh: inhibitors of human ROC1-CUL1 ubiquitin ligase activity; E3 ubiquitin-protein ligase RBX1 (Homo sapiens) + Cullin-1 (Homo sapiens), P62877+Q13616; in vitro K48 di-Ub FRET, acceptor:donor ratio, 45 min; inhibition, % at 10 µM; actives 0.6% (n = 140,000); in the data active means inhibition above about 25%
# Target sequence (P62877 whole entry, looked up): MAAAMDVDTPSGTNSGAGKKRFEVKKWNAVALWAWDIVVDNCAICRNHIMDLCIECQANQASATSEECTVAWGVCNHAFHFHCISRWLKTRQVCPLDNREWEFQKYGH
# Target sequence (Q13616 whole entry, looked up): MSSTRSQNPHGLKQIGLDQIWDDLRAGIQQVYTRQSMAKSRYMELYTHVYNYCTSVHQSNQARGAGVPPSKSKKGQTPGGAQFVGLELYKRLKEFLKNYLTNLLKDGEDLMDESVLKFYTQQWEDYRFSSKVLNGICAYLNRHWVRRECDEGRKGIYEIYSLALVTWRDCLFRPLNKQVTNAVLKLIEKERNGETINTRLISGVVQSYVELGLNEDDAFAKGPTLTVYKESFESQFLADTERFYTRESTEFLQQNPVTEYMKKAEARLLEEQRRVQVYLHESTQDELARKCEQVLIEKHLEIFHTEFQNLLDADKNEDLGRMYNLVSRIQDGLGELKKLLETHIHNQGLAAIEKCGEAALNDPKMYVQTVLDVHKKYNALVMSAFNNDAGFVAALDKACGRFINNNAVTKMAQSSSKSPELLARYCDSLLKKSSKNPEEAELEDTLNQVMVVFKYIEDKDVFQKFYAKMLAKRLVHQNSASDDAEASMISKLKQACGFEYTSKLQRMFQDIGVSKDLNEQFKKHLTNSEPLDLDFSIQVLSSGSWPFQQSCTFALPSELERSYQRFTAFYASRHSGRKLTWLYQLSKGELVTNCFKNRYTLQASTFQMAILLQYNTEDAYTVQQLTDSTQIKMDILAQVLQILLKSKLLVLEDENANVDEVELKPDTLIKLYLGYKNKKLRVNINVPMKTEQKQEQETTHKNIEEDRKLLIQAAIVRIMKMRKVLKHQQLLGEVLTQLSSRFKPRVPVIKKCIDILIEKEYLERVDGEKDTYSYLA
# The depositor's hits bear a star. Some of the compounds tested. The share of hits here may be higher or lower than overall.
ROC1-CUL1 inh	compound
6	CNc1nc(Oc2ccc(=O)[nH]n2)nc(N2CCOCC2)n1
2	Cc1occc1C(=O)N1CCCC1c1ccc(C(=O)N2CCOCC2)s1 (stereo unspecified)
-11	O=C(NCCCc1ccccc1)c1nn(-c2ccccc2F)nc1CO
1	CCc1ccc(NC(=O)C2CCN(c3ccc(Sc4ccc(C)cc4)nn3)CC2)cc1
2	C=CCN1C(=O)C(Cc2cccc(OCc3ccc(Cl)cc3Cl)c2)=NC1=S
-2	CC1(C)CC(=O)C2=C(C1)OC1=C(C(=O)CC(C)(C)C1)C2c1ccccc1
-2	Cc1cc(C)c2c(c1)C(C)(C)CC(=O)O2
1	Cc1nc(Nc2nc3ccccc3o2)[nH]c(=O)c1C
5	O=C(Nc1nc(-c2ccccc2)ns1)N1CCOc2ccc(Cl)cc2C1
5	Cc1ccc(Cl)cc1N1CCN(C(=O)c2cc3c(=O)n(C)c4ccccc4c3s2)CC1
-8	Cc1ccc(C(=O)O)c(C(=O)Nc2sc3c(c2C#N)CCC(C)C3)c1 (stereo unspecified)
1	COc1ccc(OCC(=O)N2N=C(C)CC2(O)C(F)(F)F)cc1 (stereo unspecified)
-2	S=C(Nc1ccccc1)N1CCCN(C(=S)Nc2ccccc2)C1
11	Cc1cccc(NC(=O)c2ccc3c(c2)NC(=O)C(S(=O)(=O)c2ccccc2)C3=O)c1C (stereo unspecified)
-2	O=C(NCCc1ccccc1)c1ccc(CS(=O)Cc2ccc(Cl)cc2)o1 (stereo unspecified)
7	NS(=O)(=O)c1ccc(NC(=O)c2ccccc2)c(F)c1
6	CC1CCCC2(C1)NN=C1SC(C)C(=O)N1N2 (stereo unspecified)
-3	CCc1ccc(OCC(=O)Nc2ccc(Cl)c(-c3nc4ncccc4o3)c2)cc1
-1	COc1ccccc1OCC(=O)NNC(=O)COc1cccc2ccccc12
2	CCCC(=O)Nc1ccc2nc(SCC(=O)N3CCOCC3)sc2c1

# Quoted from above, 18 compounds:
ROC1-CUL1 inh	compound
6	CNc1nc(Oc2ccc(=O)[nH]n2)nc(N2CCOCC2)n1
2	Cc1occc1C(=O)N1CCCC1c1ccc(C(=O)N2CCOCC2)s1 (stereo unspecified)
-11	O=C(NCCCc1ccccc1)c1nn(-c2ccccc2F)nc1CO
1	CCc1ccc(NC(=O)C2CCN(c3ccc(Sc4ccc(C)cc4)nn3)CC2)cc1
2	C=CCN1C(=O)C(Cc2cccc(OCc3ccc(Cl)cc3Cl)c2)=NC1=S
-2	CC1(C)CC(=O)C2=C(C1)OC1=C(C(=O)CC(C)(C)C1)C2c1ccccc1
-2	Cc1cc(C)c2c(c1)C(C)(C)CC(=O)O2
1	Cc1nc(Nc2nc3ccccc3o2)[nH]c(=O)c1C
5	O=C(Nc1nc(-c2ccccc2)ns1)N1CCOc2ccc(Cl)cc2C1
5	Cc1ccc(Cl)cc1N1CCN(C(=O)c2cc3c(=O)n(C)c4ccccc4c3s2)CC1
-8	Cc1ccc(C(=O)O)c(C(=O)Nc2sc3c(c2C#N)CCC(C)C3)c1 (stereo unspecified)
1	COc1ccc(OCC(=O)N2N=C(C)CC2(O)C(F)(F)F)cc1 (stereo unspecified)
-2	S=C(Nc1ccccc1)N1CCCN(C(=S)Nc2ccccc2)C1
11	Cc1cccc(NC(=O)c2ccc3c(c2)NC(=O)C(S(=O)(=O)c2ccccc2)C3=O)c1C (stereo unspecified)
-2	O=C(NCCc1ccccc1)c1ccc(CS(=O)Cc2ccc(Cl)cc2)o1 (stereo unspecified)
7	NS(=O)(=O)c1ccc(NC(=O)c2ccccc2)c(F)c1
6	CC1CCCC2(C1)NN=C1SC(C)C(=O)N1N2 (stereo unspecified)
-3	CCc1ccc(OCC(=O)Nc2ccc(Cl)c(-c3nc4ncccc4o3)c2)cc1

# Later entries
ROC1-CUL1 inh	compound
5	O=C(O)CSc1cccnc1Sc1ccc(Cl)cc1
6	CC(=O)C1=NN(c2cccc(Cl)c2)C2(S1)SC(c1ccc(Br)cc1)(c1ccc(Br)cc1)c1ccccc12 (stereo unspecified)
1	CCOc1ccc(C(=O)Nc2ccc(C(=O)OCc3cc(=O)n4nc(CC)sc4n3)cc2)cc1
2	Cc1ccccc1C(=O)NCCNC(=O)c1ccccc1C
-2	COc1ccc(C(=O)Nc2ccc(C(=O)OCC(=O)c3cccc([N+](=O)[O-])c3)cc2)cc1OC
-10	Cc1cc(C(F)F)nn1CC(=O)NC(C)C1CC2CCC1C2 (stereo unspecified)
-4	Fc1ccccc1-c1nn2c(-c3ccncc3)nnc2s1
-17	O=C(OCC1CCCO1)c1ccc(COc2ccc3ccccc3c2)cc1 (stereo unspecified)
1	Nc1ccc(Sc2nc3ccccc3s2)c(Cl)c1
-7	O=C(C1CC(Cc2ccc(F)cc2)=NO1)N1CCC(c2ccccc2F)C1 (stereo unspecified)
5	O=C(Cc1ccccc1)N(Cc1cccnc1)c1nc2c(F)cc(F)cc2s1
2	CN(C)C1CCN(c2nc3nonc3nc2NCc2cccs2)C1 (stereo unspecified)
-3	COc1ccc(CNC(=O)C(=O)NCC(c2cccs2)S(=O)(=O)c2ccc(C)cc2)cc1 (stereo unspecified)
-2	O=C(c1ccc(S(=O)(=O)N2CCOCC2)cc1)N1CCN(c2ccccc2)CC1
0	O=C(NCc1ccccc1)C1CCC(CNS(=O)(=O)c2ccc(Br)s2)CC1 (stereo unspecified)
-4	COc1cc(NC(=O)c2ccc(-c3nc(COc4ccccc4)c(C)o3)cc2)cc(OC)c1
-6	O=C(Cn1c(-c2cccs2)cc2ccccc21)NCCCN1CCN(c2ccccc2F)CC1
1	CC(C)(C)OC(=O)N1[C@@H](c2ccccc2)SC[C@H]1C(=O)O
-1	O=S(=O)(c1ccc2nc(NCc3ccccc3Cl)ccc2c1)N1CCCCC1
3	O=C(CN1C(=O)C2(SCC(=O)N2c2ccc(Cl)cc2)c2ccccc21)NCCc1ccccc1 (stereo unspecified)
3	Cc1ccn(CC(=O)N2CCCC(CCc3ccccc3C)C2)n1 (stereo unspecified)
-1	Cc1ccc(NC(=O)Cc2c(Sc3ccccc3)c3ccccc3n2Cc2ccccc2)cc1
-10	O=C(CC1(c2ccccc2F)CC(=O)N(C2CCCC2)C1=O)N(CC1CCC1)CC1CCCO1 (stereo unspecified)
-5	CCC(Oc1ccc(C)cc1)C(=O)N1CCN(CC)CC1 (stereo unspecified)
-6	COc1ccc(OC)c(CN(CCCN2CCOCC2)C(=O)Nc2ccccc2)c1
1	Cc1ccccc1N1OC2C(=O)N(c3ccc(F)cc3)C(=O)C2C1c1ccccc1 (stereo unspecified)
4	Cc1ccsc1/C=C1\SC(=O)N(CC(=O)Nc2ccccc2F)C1=O
3	O=C(CSc1nc2cc(Cl)ccc2o1)Nc1nc2ccccc2s1
4	N#Cc1cnc2ncnn2c1-c1ccccc1
6	O=C(O)CSC1=NC(=Nc2cccc(Cl)c2)C2(CCCCC2)N1c1ccccc1
-1	Cc1ccc(CNc2nc3ccccc3s2)s1
-16	CCN(CC)C(=O)Cn1cc(SCC(=O)Nc2cc(OC)ccc2OC)c2ccccc21
-1	CN(Cc1ccccn1)c1nc2nonc2nc1N1CCCCCC1
7	COC(=O)Cc1c(C)c2ccc3c(c2oc1=O)CN(Cc1ccc(Cl)cc1)CO3
4	CC(C)CCC(=O)N1CCC(C2(Cc3ccc(F)cc3)NC(=O)N(CC3CCCO3)C2=O)CC1 (stereo unspecified)
12	O=C1CCN(Cc2cn(Cc3ccccc3)nc2-c2ccc3c(c2)OCO3)CCN1
4	COc1ccc(Br)cc1CN1CCN(C(=O)c2cccc(F)c2)CC1
-2	CC1(C)Cc2ccccc2C(Nc2ccccc2)=N1
8	O=C(C1CCCC1)N1CCC(C2CCN(Cc3ccc(Cl)cc3)C2)CC1 (stereo unspecified)
-6	O=C(/C=C/c1cccs1)n1cccn1
-8	CCCCCNC(=O)c1ccc(Cl)c(Cl)c1
4	Cc1ccc(NC(=O)CSc2nnc(-c3ccc([N+](=O)[O-])cc3)o2)c(C)c1
9	CCN(c1ccccc1C)S(=O)(=O)c1nnc(NC(=O)c2ccco2)s1
2	O=C(CC1C(=O)NCCN1Cc1cccc2ccccc12)NCCC1=CCCCC1 (stereo unspecified)
-7	Cc1ccccc1CN1CCCN(CC(=O)Nc2ccc3c(c2)OCCO3)S1(=O)=O
-4	COC(=O)C1CCN(C(=O)c2cc(NC(=O)CC3CCCC3)cc3nc(C4CCCO4)n(C)c23)CC1 (stereo unspecified)
-7	COc1ccccc1Nc1sc(C(=O)c2ccc3c(c2)OCO3)c(N)c1S(=O)(=O)c1ccccc1
10	CC(C)CNS(=O)(=O)c1ccc(CCC(=O)NCc2ccco2)cc1
-4	COCc1nnc(NC(=O)c2c(Cl)cccc2Cl)s1
-7	CN(C)CC(=O)Nc1c2c(nc3ccccc13)N(Cc1ccccc1)CC2

# Following part.
ROC1-CUL1 inh	compound
-9	CCCc1ccc(-c2cc(C(=O)N/N=C/c3ccncc3)c3ccccc3n2)cc1
-11	CCOC(=O)C1C(=O)NC(N2CCN(C)CC2)=NC1c1ccc(F)cc1 (stereo unspecified)
-11	CC(C)c1ccc(-c2cc(C(=O)N3N=C(C(F)F)CC3(O)C(F)F)c3ccccc3n2)cc1 (stereo unspecified)
-6	O=C(COc1ccccc1Cl)Nc1ccc2nn(-c3ccccc3)nc2c1
-1	c1ccc(OCc2noc(CN3CCC(c4nc5ccccc5o4)CC3)n2)cc1
-14	COc1cccc(CC(C2CCN(C(=O)c3ccc(C)cc3C)CC2)N(C)C(=O)CC(C)C)c1 (stereo unspecified)
-2	O=S(=O)(c1ccc2c(c1)Cc1cc(S(=O)(=O)N3CCOCC3)ccc1-2)N1CCOCC1
-2	COc1cc([N+](=O)[O-])ccc1NC(=O)c1nc2ccccc2n(C)c1=O
5	Nc1ccc(S(=O)(=O)N2CCc3ccccc32)cc1
4	CCOc1ccc(-c2cccc(NS(=O)(=O)c3ccc(Cl)s3)c2)nn1
-1	O=C(Cc1ccc(Cl)c(Cl)c1)N1CCOCC1
5	CN(C)CCOc1ccccc1N1C(=O)C2=C(CCCC2)C1=O
-8	CCN(CC)C(=O)c1cnn(-c2nccc(-c3ccc4c(c3)OCO4)n2)c1C
2	CCCCCOc1ccc(C(=O)N(Cc2ccccc2)C2CCS(=O)(=O)C2)cc1 (stereo unspecified)
16	CCCC(=O)Nc1ccc(N2CCN(C(=O)C(C)(C)C)CC2)c(Cl)c1
-4	CN(CC1COCCO1)C(=O)Cn1ncc(N(C)C)cc1=O (stereo unspecified)
-2	C=C(C)C(=O)Nc1ccc(Cl)c(C)c1
2	CC(=O)c1ccc(N2CCN(C(=O)CS(=O)(=O)c3cccc4nsnc34)CC2)cc1
1	CCOC(=O)C1CCCN(c2nc3c(S(=O)(=O)c4ccc(Br)cc4)nnn3c3ccsc23)C1 (stereo unspecified)
-2	CN(C)c1ccc(CNC(=O)CCS(=O)(=O)c2ccc3c(c2)oc(=O)n3C)cc1
46*	CCOc1ccccc1CNc1ccc(O)cc1
-4	COc1ccc(N2C(=O)C3ON(c4ccccc4)C(c4ccco4)C3C2=O)cc1 (stereo unspecified)
8	Cc1cc(N2CCC(C)CC2)nc2ccc(NC(=O)/C=C/c3cccc(Cl)c3)cc12
2	COc1cc(-c2nnc(Sc3ncccn3)o2)cc(OC)c1OC
7	CCOC(=O)c1c(C)[nH]c(CCC(=O)NCCCN2CCN(c3ccccc3F)CC2)c1C
0	O=C(Nc1ccncc1)c1ccc(S(=O)(=O)NC2CCCC2)cc1
-1	O=C(Cn1cc(S(=O)(=O)c2ccccc2)c(=O)c2cc3c(cc21)OCO3)Nc1ccc(Cl)cc1
-1	Cc1oc2nc3c(c(=O)n(CCC(C)C)c(=O)n3C)n2c1C
1	CCOC(=O)c1ccc2c(c1)C(=O)CC(CSc1nnc(-c3cccc(F)c3)n1C)=N2
-6	Cc1cc(C)c(S(=O)(=O)N2CCCCC2)c(C)c1
7	COc1ccc(-n2nc3cc(C)c(NC(=O)COc4cccc(C)c4)cc3n2)cc1
7	CCCc1nc2nc(-c3ccccc3)cc(=O)n2[nH]1
4	O=C(CCS(=O)(=O)c1nc(-c2ccc3c(c2)OCO3)cc(C(F)(F)F)n1)Nc1ccc(F)c(Cl)c1
-8	Cc1ccccc1CNC(=O)c1ccc(N2CCOCC2)cc1
2	Cc1cc(C(=O)Nc2ccc(Oc3ccccc3)cc2)c(C)o1
3	Cc1ccc(CN(C)C(=O)CC2(c3ccccc3)CC(=O)N(CCCOc3cccnc3)C2=O)cc1 (stereo unspecified)
7	Fc1ccc(CSc2nc3ccccc3o2)cc1
2	CCC(C)(C)NS(=O)(=O)c1ccc(Cl)cc1
-6	CCc1sc(NC(=O)c2cc(Br)c(Br)s2)nc1-c1ccccc1
-1	COc1ccccc1NC(=O)CSc1nnc(COc2ccc(C#N)cc2)o1
3	CCOc1ccc(C(=O)NC2CCN(CC)CC2)cc1
3	O=C(CN1C(=O)COc2ccc(Cl)cc21)Nc1cccc(C(=O)O)c1
5	CCOc1ccc(C=C2C(=O)N(C)C(=S)N(C)C2=O)cc1Br
-14	Cn1ncc(OCCO)c(Cl)c1=O
3	O=C(NC1CCCCC1)C1CCCC1
-3	CC1=C(C)CC(Sc2ccccc2)(c2ccc(C)cc2)S(=O)C1 (stereo unspecified)
9	COc1cccc(C(=O)n2nc(-c3ccco3)nc2NCc2cccs2)c1
-3	CC(C)(C)c1ccc(CSc2nnc3sc4ccccc4n23)cc1
0	COc1cc(C2C3=C(CCCC3=O)N(c3c(F)cccc3F)C(=N)C2C#N)ccc1O (stereo unspecified)
2	CC(C)C(NS(=O)(=O)c1ccc2c(c1)oc(=O)n2C)C(=O)NCCc1ccc(Cl)cc1 (stereo unspecified)
-8	COc1ccc(CCNC(=O)c2c(C)oc3ncnc(N4CCOCC4)c23)c(OC)c1
-9	COc1ccc(C2CC(C(F)(F)F)n3nc(C(=O)Nc4ccc(Cl)c(Cl)c4)c(Cl)c3N2)cc1 (stereo unspecified)
-9	CC(C)COC(=O)c1cccc(N2C(=O)C3C4c5ccccc5C(Br)(c5ccccc54)C3C2=O)c1 (stereo unspecified)

# Compound activity: PubChem, Icahn School of Medicine at Mount Sinai
